Screening data deposited in PubChem BioAssay by several laboratories.
ANO1 activ: activators or potentiators of mouse TMEM16A chloride channel; Q8BHY3; HEK293 TMEM16A/YFP-H148Q/I152L, iodide quench fluorescence; stronger effect = lower value; B-score at 10 µM; actives 0.3% (n = 340,000); AID 623877;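 active means fluorescence-ratio B-score plate-corrected deviation score at least 3 library SD below zero, with starting fluorescence score within 5 deviations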;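 further: channel opened by trigger with iodide after compound preincubation; score built on the fluorescence ratio of max minus min over baseline; more negative score means more quench and so TMEM16A activation or potentiation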
HDAC3 inhib: blocks human histone deacetylase 3; O15379; recombinant HDAC3, fluorogenic peptide/trypsin coupled, fluorescence; inhibition, % at 8.3 µM; actives 0.15% (n = 320,000); AID 2718; in the data active means inhibition above about 26%, passing the limit was not always enough; inconclusive means no clear call, values can overlap the other calls
Target sequence (O15379 whole entry, looked up): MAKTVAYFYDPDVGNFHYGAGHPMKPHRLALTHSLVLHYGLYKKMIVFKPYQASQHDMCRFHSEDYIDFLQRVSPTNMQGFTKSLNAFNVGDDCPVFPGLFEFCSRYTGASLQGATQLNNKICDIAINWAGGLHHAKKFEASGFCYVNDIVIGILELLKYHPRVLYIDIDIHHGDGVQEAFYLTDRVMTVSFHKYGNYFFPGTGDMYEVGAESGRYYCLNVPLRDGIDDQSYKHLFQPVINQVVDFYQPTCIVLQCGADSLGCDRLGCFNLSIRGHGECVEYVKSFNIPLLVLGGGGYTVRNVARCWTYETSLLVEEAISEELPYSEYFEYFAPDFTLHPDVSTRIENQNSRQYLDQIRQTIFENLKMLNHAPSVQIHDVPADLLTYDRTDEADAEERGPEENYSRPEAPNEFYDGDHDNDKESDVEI
MrgX1 ag: activates human MrgX1 receptor signaling; Q96LB2; MrgX1-HEK293 cells, Fluo-4 calcium fluorescence, agonist mode; stronger effect = higher value; B-score at 10 µM; actives 0.44% (n = 310,000);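 active means calcium response B-score plate-corrected fluorescence ratio at least 3 library SD, with starting fluorescence B-score inside 5 SD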
Target sequence (Q96LB2 whole entry, looked up): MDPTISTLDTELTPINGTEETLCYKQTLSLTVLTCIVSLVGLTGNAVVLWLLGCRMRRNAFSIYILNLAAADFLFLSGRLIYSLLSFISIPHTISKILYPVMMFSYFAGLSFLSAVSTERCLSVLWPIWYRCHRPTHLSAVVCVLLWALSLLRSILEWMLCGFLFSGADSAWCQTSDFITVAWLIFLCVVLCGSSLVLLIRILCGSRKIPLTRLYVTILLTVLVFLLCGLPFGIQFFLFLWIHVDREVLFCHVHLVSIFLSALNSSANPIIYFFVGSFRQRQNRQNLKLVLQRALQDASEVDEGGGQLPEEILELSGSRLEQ
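Material: MrgX1-expressing HEK293 cells / Dosing: compound as first of three additions / Incubation: overnight seeding, then 1 h dark dye loading / Signal: Fluo-4 NW calcium fluorescence / Evaluation: B-scored fluorescence response ratio / Benchmarks: positive and negative control wells on each plate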
MrgX1 antagonist: human MrgX1 receptor antagonism, primary screen; Q96LB2; actives 1.3% (n = 310,000); AID 588676; B-score at 10 µM; MRGX1-HEK293 calcium flux, Fluo-4, BAM8-22 antagonism; stronger effect = lower value;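 active means calcium-response B-score plate-corrected more than 3 library SD below zero, starting fluorescence within 5 deviations, no agonist response on first addition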;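 further: peak minus trough fluorescence over baseline after final BAM8-22 challenge near maximal dose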
RGS4 pot: RGS4 potentiation or activation. HEK293 M3R/inducible RGS4, carbachol calcium flux Fluo4; stronger effect = lower value. B-score at 10 µM. actives 0.92% (n = 310,000);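 active means B-score of the integrated calcium signal more than 4 SD below the library mean, with starting fluorescence not abnormally high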;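 further: negative B-score means reduced calcium response which marks RGS4 activation or potentiation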
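Assay system: HEK293 FlpIn-TREx cells, stable M3R, doxycycline-inducible RGS4 / Probe or stimulus: carbachol, ECmax concentration / Times: overnight RGS4 induction, 30 min dye load 37 °C, 20 min compound RT / Signal: kinetic calcium fluorescence imaging with Fluo4-AM dye, 2 µM / Measure: Agonist-evoked peak-minus-minimum fluorescence over baseline, integrated ratio, B score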
ANO1 block: inhibitors of mouse TMEM16A calcium-activated chloride channel; HEK293 TMEM16A/YFP iodide influx fluorescence, ionomycin; normalized B-score (activity score, 25-100; higher = stronger inhibition) at 10 µM; actives 1.2% (n = 310,000); AID 588511;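 active means ratio plate-corrected score three or more library SD toward inhibition, starting fluorescence score within five deviations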;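 further: score derived from kinetic fluorescence span divided by baseline fluorescence per well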
MrgX1 allo act: human MrgX1 positive allosteric modulation, primary screen; MrgX1-HEK293, Fluo-4 calcium flux, FDSS; stronger effect = higher value; B-score at 10 µM; AID 588675; Q96LB2; actives 0.63% (n = 310,000);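 active means plate-corrected calcium response at least 3 library SD above typical, normal starting fluorescence, not activating the receptor alone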;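 further: compound read alongside a low EC10 to EC30 dose of BAM8-22 agonist; peak minus trough fluorescence over baseline measured at the second addition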
TRPC6 inh: mouse TRPC6 channel inhibition; HEK293-TRPC6, membrane potential dye, ACh-evoked depolarization; stronger effect = lower value; B-score at 10 µM; actives 1.1% (n = 310,000); AID 2553;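 active means B-score under library mean minus 3 SD, initial fluorescence not abnormally high, positive integrated signal ratio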;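 further: B-score derived from integrated fluorescence ratio over the kinetic read; more negative B-score means stronger inhibition of depolarization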
TRPC6 act: mouse TRPC6 channel activation. Q61143. HEK293-TRPC6 membrane potential dye fluorescence; stronger effect = higher value. B-score at 10 µM. actives 0.13% (n = 310,000). AID 2550;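 active means B-score of the integrated fluorescence ratio above library mean plus 3 SD, and starting fluorescence ratio within library mean plus 5 SD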;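 further: higher score means more depolarization so channel activation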
RGS4 inh: inhibitors of human RGS4 | B-score at 10 µM | P49798 | actives 0.45% (n = 310,000) | HEK293 M3R/RGS4 inducible, Fluo-4 calcium flux; stronger effect = higher value; triggered by carbachol at its EC20;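 active means B-score, a plate-corrected calcium signal, over three deviations above library mean, with baseline fluorescence within five deviations of library mean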;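 further: RGS4 expression induced by doxycycline in cells with stable M3 receptor; B-score is computed from the integrated fluorescence ratio over baseline after carbachol; higher B-score means a larger calcium signal and so more RGS4 inhibition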
Target sequence (P49798 whole entry, looked up): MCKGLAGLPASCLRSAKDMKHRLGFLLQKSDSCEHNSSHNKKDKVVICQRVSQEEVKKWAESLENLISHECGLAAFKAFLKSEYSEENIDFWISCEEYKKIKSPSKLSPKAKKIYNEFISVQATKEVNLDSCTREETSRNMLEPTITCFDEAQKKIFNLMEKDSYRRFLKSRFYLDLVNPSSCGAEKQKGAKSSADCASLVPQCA
SKKanGAS inh: inhibitors of SKKanGAS S. pyogenes growth in kanamycin (SK-promoter or general growth effect); BacTiter-Glo, 6 h; inhibition, % at 7.5 µM; actives 1.3% (n = 300,000);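 active means mean replicate score, as percent of positive control median, at least 50; inconclusive means mean below 50 but one replicate at or above 50; inactive means mean and every replicate below 50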;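 further: strain carries kanamycin resistance gene driven by streptokinase promoter and grows in 40 µg/ml kanamycin; loss of luminescence reflects streptokinase promoter inhibition or plain growth inhibition; 0% = median of DMSO wells and 100% = positive control at its reference dose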
Starred values were filed as active, the others as inactive; i = inactive; ? = inconclusive; / = not tested or not shown.

SMILES	ANO1 activ	HDAC3 inhib	MrgX1 ag	MrgX1 antagonist	RGS4 pot	ANO1 block	MrgX1 allo act	TRPC6 inh	TRPC6 act	RGS4 inh	SKKanGAS inh
CCNc1nc2c(c(=O)[nH]c(=O)n2C)n1Cc1ccc(F)cc1	i	7	i	i	i	i	i	i	i	i	0
CCOc1ccc(NC(N)=O)cc1	i	3	i	i	i	i	i	i	i	i	-5
O=C(NN=C(Cc1ccccc1)Cc1ccccc1)c1ccncc1	i	-2	i	i	i	i	i	i	i	i	5
COc1cc(NC(=O)CN2CCN(c3ccccc3F)CC2)c(C)cc1[N+](=O)[O-]	i	2	i	i	i	i	i	i	i	i	-7
COc1ccccc1NS(=O)(=O)c1ccc(C)c(C(=O)NCC(c2ccco2)N(C)C)c1 (stereo not drawn)	i	3	i	i	i	i	i	i	i	i	-7
Cc1ccccc1CN1C[C@@H]2C[C@@H](c3cn(C)nc3-c3ccccc3)N3CCC[C@@]23C1=O	i	4	i	i	i	i	i	i	i	i	3
O=[N+]([O-])c1cccc(CN2CCN(Cc3ccco3)CC2)c1	i	/	i	i	i	i	i	i	i	i	5
O=C(Nc1cccc(NC(=O)c2ccccc2Cl)c1)c1ccc([N+](=O)[O-])o1	i	-3	i	i	i	i	i	i	i	i	?
COc1ccc(OC)c(NC(=O)c2ccc(OC3CSC3)cc2)c1	i	2	i	i	i	i	i	i	i	i	0
Cc1nn(C(C)C(=O)NC(C)CCc2ccccc2)c(=O)c2cc3occc3n12 (stereo not drawn)	i	2	i	-7.6*	i	i	i	i	i	i	0
O=C(Nc1nc2nccc(-c3ccccc3)n2n1)c1ccc(F)cc1	i	-11	i	i	i	i	i	i	i	i	-9
CC(C)Oc1cccc(C(=O)O)c1	i	-1	i	i	i	i	i	i	i	i	-2
CN(C)CCN(C(=O)c1cccs1)c1nc2cc3c(cc2s1)OCCO3	i	/	i	i	i	i	i	-8*	i	i	0
CCOc1ccccc1/C=C/c1onc(C)c1S(=O)(=O)N1CCC(C(=O)NC(C)(C)C)CC1	i	0	i	i	i	i	i	i	i	i	7
Brc1ccc(-c2ccc(/C=N/Nc3nc(N4CCOCC4)nc(N4CCOCC4)n3)o2)cc1	i	-1	i	i	i	i	i	i	i	i	22
Cn1c2ccccc2c(=O)c2ccc(C#Cc3ccc(N)cc3)cc21	i	6	i	i	i	i	i	i	i	i	70*
COc1ccc(S(=O)(=O)N2CCCC(C(F)(F)F)C2)cc1 (stereo not drawn)	i	-4	i	i	i	i	i	i	i	i	8
Cc1cc(/C=N/NC(N)=O)c(C)c(CO)c1	i	-2	i	i	i	i	i	i	i	i	1
Cc1c(-c2ccccc2)n[nH]c1C(=O)NN	i	-4	i	i	i	i	i	i	i	i	-11
O=C1CCCC(=NCc2ccco2)C1	i	-5	i	i	i	i	i	i	i	i	5
Cc1cc(C(F)(F)F)c(C#N)c(SCC(=O)Nc2nc3cc(Br)ccc3s2)n1	i	-2	i	i	i	i	i	i	i	i	?
CN1CCN(CCC(=O)Nc2cccc(Br)c2)CC1	i	-4	i	i	i	i	i	i	i	i	21
CCOc1ccc(OCCSc2nnnn2C2CCCCC2)cc1	i	-3	i	i	i	i	i	i	i	i	-29
CN1CCC(=NNC(=O)C(=O)NC(C)(C)C)CC1	i	-10	i	i	i	i	i	i	i	i	-7
CC(C)C(=O)NCCn1ccc2ccccc21	i	-1	i	i	i	i	i	i	i	i	-3
CCOC(=O)C1CCCN(c2c(NCCCN3CCCC(C)C3)c(=O)c2=O)C1 (stereo not drawn)	i	0	i	i	i	i	i	i	i	i	2
Cc1cccc2c3c([nH]c12)C(=O)CC(C)(C)S3	i	13	i	i	i	i	i	i	i	i	-4
CCOC(=O)c1ccccc1OCc1cc(/C=N/NC(=O)c2cccnc2)ccc1OC	i	6	i	i	-7.9*	i	i	i	i	i	-2
CC(=O)N1CCN(C(=S)c2ccc(Cl)cc2)CC1	i	-2	i	i	i	i	i	i	i	i	-4
COc1ccc(C(=O)NNC(=O)CSc2nnnn2-c2cc(OC)cc(OC)c2)cc1	i	-5	i	i	i	i	i	i	i	i	2
NC(CO)c1cn([C@@H](CCC(=O)O)C(=O)N2CCNCC2)nn1 (stereo partly drawn)	i	-5	i	i	i	i	i	i	i	i	8
COC(=O)c1[nH]c2ccccc2c1NC(=O)CCN1CCN(C2CCCCC2)CC1	/	/	/	/	i	/	/	i	i	i	-10
COc1cccc(CC(=O)N2CCC(n3nccc3NC(=O)C3CCOC3)CC2)c1 (stereo not drawn)	i	5	i	i	i	i	i	i	i	i	-5
O=C1NCCCCC1NS(=O)(=O)c1ccc(Cl)cc1 (stereo not drawn)	i	2	i	i	i	i	i	i	i	i	0
O=C(NCCSc1ccccc1)c1cncc(Br)c1	i	1	i	i	i	i	i	i	i	i	-2
CCCCc1nc2n[nH]c(N)c2c2c1CSC(C)(C)C2	i	6	i	i	i	i	i	i	i	4.7*	3
O=S(=O)(c1ccccc1)c1nnn2c1nc(NC1CCN(Cc3ccccc3)CC1)c1cc(Cl)ccc12	i	13	i	i	i	i	i	i	i	i	12
CC(C)(C)C(=O)Nc1nnc(SCc2cccc(F)c2)s1	i	3	i	i	i	i	i	i	i	i	26
O=c1c2ccccc2nc2n1C(CSCc1ccccc1)CS2 (stereo not drawn)	i	1	i	i	i	i	i	i	i	i	-7
COc1ccccc1CCc1nnc(CCC(=O)NCC[C@@H]2C[C@@H]3C=C[C@H]2C3)o1	i	2	i	i	i	i	i	i	i	i	10
O=C1CC(c2ccccc2)CCc2sccc2N1 (stereo not drawn)	i	1	i	i	i	i	i	i	i	i	-14
COc1cccc(CNc2cc(C)ccn2)c1O	i	0	i	i	i	i	i	i	i	i	-9
O=C1CC(c2ccccc2)n2nc(NS(=O)(=O)c3ccccc3)nc2N1 (stereo not drawn)	i	-11	i	i	i	i	i	i	i	i	/
CCC(O)CNc1nc(-n2nc(C)cc2C)nc2sc3c(c12)CC(C)(C)OC3 (stereo not drawn)	i	1	i	i	i	i	i	i	i	i	8
O=C(CSc1nc2ccccc2[nH]1)NCc1ccccc1	i	-3	i	i	i	i	i	i	i	i	-18
CCOc1ccc(Nc2cc(C)nc(N3CCOCC3)n2)cc1	i	2	i	i	i	i	i	i	i	i	-17
COc1ccccc1-n1c(=O)c2c3c(sc2n2c(SC(C)C)nnc12)CCC3	i	-1	i	i	i	i	i	i	i	i	0
Cc1ccc(S(=O)(=O)NC(=O)NCc2ccc(F)cc2)cc1	i	5	i	i	i	i	i	i	i	i	6
CCN(CC)CCC(C)OC(=O)c1ccc(O)cc1O (stereo not drawn)	i	11	i	i	i	i	i	i	i	i	-2
COc1cc(NS(=O)(=O)c2ccc(NC(=O)CN3C(=O)c4ccccc4C3=O)cc2)nc(OC)n1	i	-5	i	i	i	i	i	i	i	i	2
COc1ccc(/C=N/N=C2/NC(=O)C(CC(=O)O)S2)cc1OCc1ccccc1Cl (stereo not drawn)	i	0	i	i	i	i	i	i	i	i	12
OC(COc1ccc(OCc2ccccc2)cc1)CN1CCCCC1 (stereo not drawn)	i	-1	i	i	i	i	i	i	i	i	-4
Cc1ccc(O)c(-c2cc(-c3cccc(F)c3)n[nH]2)c1	i	2	i	i	i	i	i	i	i	i	30
CCSc1nnc(NC(=O)c2cc(C)on2)s1	i	6	i	i	i	i	i	i	i	i	7
CC(=O)Nc1ccc(N(C(=O)c2ccccn2)C(C(=O)NC2CCCCC2)c2ccc(F)cc2)cc1 (stereo not drawn)	i	-8	i	i	i	i	i	i	i	i	2
O=C(Cc1ccc(F)cc1)Nc1ccccc1Sc1ccccc1	i	-6	i	i	i	i	i	i	i	i	6
COc1ccc(C)cc1NC(=O)C1CCN(C(=O)c2ccc(C(C)(C)C)cc2)CC1	i	6	i	i	i	i	i	i	i	i	-1
CCCCCCS(=O)[C@H]1CS(=O)(=O)C[C@@H]1S(=O)CCCCCC (stereo partly drawn)	i	3	i	i	i	i	i	i	i	i	9
COc1ccc(Cl)cc1NC(=O)CN(C)C(=O)CCCc1c[nH]c2ccccc12	i	17	i	i	i	i	i	i	i	i	28
O=C(O)C1(c2ccccc2)CCC(Nc2ccccc2)C1 (stereo not drawn)	i	2	i	i	i	i	i	i	i	i	2
(listing goes on)
SMILES	ANO1 activ	HDAC3 inhib	MrgX1 ag	MrgX1 antagonist	RGS4 pot	ANO1 block	MrgX1 allo act	TRPC6 inh	TRPC6 act	RGS4 inh	SKKanGAS inh
CC(=O)Nc1ccc(NC(=O)C(C)OC(=O)CNC(=O)c2sc3ccccc3c2Cl)cc1 (stereo not drawn)	i	-3	i	i	i	i	i	i	i	i	-6
O=C(Nc1ccncc1)c1ccc(Br)cc1	i	2	i	i	i	i	i	i	i	i	1
CCC(C)N(C(=O)CSc1nnc(C)n1C)C1CCS(=O)(=O)C1 (stereo not drawn)	i	/	i	i	i	i	i	i	i	i	-3
Cc1ccc(C)c(NC(=O)CCN2C(=O)c3ccccc3C2=O)c1	i	-1	i	i	i	i	i	i	i	i	-4
CCC(=O)NCCc1nc2cc(NC(=O)c3cccs3)ccc2n1C	i	0	i	i	i	i	i	i	i	i	6
O=C(CSc1nnc(COc2ccccc2)n1-c1ccccc1)c1cccs1	i	4	i	i	i	i	i	i	i	i	4
CCOC(=O)c1snc(C(=O)NC2CCCCC2)c1N	i	-1	i	i	i	i	i	i	i	i	7
CC(C)(C)C(=O)NC(=S)NNC(=O)c1ccncc1	i	6	i	i	i	i	i	i	i	i	-3
O=C(CSc1ccccn1)N/N=C/c1cc([N+](=O)[O-])ccc1O	i	6	i	i	i	i	i	i	i	i	115*
CC(C)OCCCNC(=O)CN1C(=O)/C(=C/c2ccccc2)Sc2ccccc21	i	1	i	i	i	i	i	i	i	i	3
NC(=O)c1cc(S(=O)(=O)NCCc2ccc(Cl)cc2)cs1	i	6	i	i	i	i	i	i	i	i	10

Compounds were not picked by outcome. About 6.7% of those tested had a hit in this group.
